Screening data as filed in PubChem BioAssay.
OPRM1-OPRD1 inv: inverse agonists of MOR-DOR heterodimerization, primary screen, cell-based, luminescence; 340,000 compounds, 0.21% hits; inhibition, % at 9.3 µM; AID 504357, 2011; cell-based MOR-DOR heterodimer luminescence, inverse agonism; in the data active = inhibition above about 22%, passing the limit was not always enough;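 note: 0% = cells with DMSO and 100% = wells without cells with DMSO; values of inactives mirror those of a sister screen read the other way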
Target sequence (P35372 whole entry, looked up): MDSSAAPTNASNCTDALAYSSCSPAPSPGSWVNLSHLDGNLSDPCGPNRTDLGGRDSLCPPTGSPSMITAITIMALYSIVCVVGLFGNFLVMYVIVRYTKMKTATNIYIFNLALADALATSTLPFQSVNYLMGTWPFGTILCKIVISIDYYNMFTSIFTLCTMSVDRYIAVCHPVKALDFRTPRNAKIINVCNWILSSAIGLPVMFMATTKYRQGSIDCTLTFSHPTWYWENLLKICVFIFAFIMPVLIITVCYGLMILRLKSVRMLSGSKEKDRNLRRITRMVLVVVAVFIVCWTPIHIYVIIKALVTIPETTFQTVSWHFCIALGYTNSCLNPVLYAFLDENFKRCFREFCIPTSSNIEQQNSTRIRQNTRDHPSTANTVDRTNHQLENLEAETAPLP
Target sequence (P41143 whole entry, looked up): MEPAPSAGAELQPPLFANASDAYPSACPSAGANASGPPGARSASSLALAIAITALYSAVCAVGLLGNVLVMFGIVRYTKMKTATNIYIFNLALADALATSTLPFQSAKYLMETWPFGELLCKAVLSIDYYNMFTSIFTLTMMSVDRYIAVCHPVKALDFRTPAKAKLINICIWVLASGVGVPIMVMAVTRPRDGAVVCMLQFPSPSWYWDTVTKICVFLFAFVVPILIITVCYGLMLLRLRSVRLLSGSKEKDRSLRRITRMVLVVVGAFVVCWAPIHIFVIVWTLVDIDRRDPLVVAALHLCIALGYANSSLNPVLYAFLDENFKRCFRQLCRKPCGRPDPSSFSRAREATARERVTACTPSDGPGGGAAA
C-LANA FP: inhibitors of KSHV C-LANA binding to DNA, primary screen, biochemical, fluorescence polarization, FAM-LBS DNA, MBP-C-LANA, single point | inhibition, % at 9 µM | 340,000 compounds, 0.078% hits | AID 504423, 2011;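 active = highest replicate inhibition at or above 60% at 9 µM, even if other replicates fall short; inactive = all replicates below 60% inhibition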;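 note: 0% = neutral control wells and 100% = 4 µM acridine orange control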
Wnt bcat act: Wnt/beta-catenin pathway activators, primary screen, cell-based, plate reader, single point; activation, % at 9.35 µM; 300,000 compounds, 1.2% hits; Wnt/beta-catenin reporter cell assay, activator; in the data active = activation above about 30%, passing the limit was not always enough;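 note: 0% = neutral control wells and 100% = positive control wells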
OPRM1-OPRD1 ag: agonists of OPRM1-OPRD1 heterodimerization, primary screen, cell-based, luminescence; Mu-type opioid receptor (Homo sapiens) + Delta-type opioid receptor (Homo sapiens), …; cells; activation, % at 9.3 µM; 340,000 compounds, 0.3% hits; in the data active = activation above about 18%;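 note: 0% = vehicle-treated cells and 100% = reference agonist; values of inactives mirror those of a sister screen read the other way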
Keap1 Nrf2 FP: Keap1-Nrf2 protein-protein interaction inhibitors, primary screen, biochemical, fluorescence polarization, single point; AID 504523, 2011; 340,000 compounds, 0.15% hits; Keap1 Kelch-Nrf2 peptide fluorescence polarization, 1536-well; inhibition, % at 9.4 µM; in the data active = inhibition above about 12%;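 note: human Keap1 Kelch domain with fluorescein labeled Nrf2 9mer peptide probe; 0% = neutral control wells and 100% = peptide positive control; higher means more block of Keap1 binding to Nrf2 peptide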
Pemphigus Ab inh: inhibitors of pemphigus antibody binding to DSG3, primary screen, biochemical, bead-based, flow cytometry, scFv-GFP | Desmoglein-3 (Homo sapiens), P32926 | DSG3-coupled beads, scFv-anti-DSG3-GFP binding; hits give low values | 310,000 compounds, 0.48% hits | AID 588358, 2011 | binding (percent of control), % at 10 µM;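 active = binding more than 3 SD below its plate's average and above zero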;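 note: hits lower antibody fragment binding to DSG3; some compounds called inactive have numbers as strong as hits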
RTF Ca sens act: cardiac RTF calcium sensitivity activators, primary screen, biochemical, IANBD-TnC fluorescence, EC20 calcium; IANBD-labeled TnC RTF fluorescence at EC20 calcium; 0% EC20 calcium, 100% full calcium; 340,000 compounds, 0.24% hits; AID 493008, 2010; activation, % at 7.2 µM;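 active = activation above the mean over all tested compounds plus 3 SD, cut at about 30% in these data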;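 note: rise in fluorescence read as greater calcium sensitivity of cardiac thin filaments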
V-ATPase pH: regulators of yeast V-ATPase proton pumping, primary screen, pHLuorin cytosolic pH fluorescence; response, % at 10 µM; 350,000 compounds, 0.37% hits; S. cerevisiae; in the data active = response mostly above about 7.3%, no sharp cut-off; inactive = mostly below about 5.4%; note: actives read high; inactives centre near 0; some compounds called inactive have numbers as strong as hits; reference of the scale not given here
Cardiac RTF inh: cardiac RTF calcium sensitivity inhibitors, primary screen, biochemical, IANBD-TnC fluorescence, EC70 calcium. Troponin I, cardiac muscle (Homo sapiens) + Troponin T, cardiac muscle (Homo sapiens) + …. IANBD-labeled cardiac RTF, Ca2+ fluorescence. inhibition, % at 7.15 µM. 340,000 compounds, 0.12% hits. AID 493244, 2011;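 active = inhibition above the mean inhibition of all tested compounds plus 3 SD, cut at about 17% in these data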;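 note: assay run at fixed EC70 calcium of 1.6 mM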
Arr AP2 block: inhibitors of beta-arrestin/AP2 binding, primary screen, biochemical, GPCR trafficking, flow cytometry; FITC-arrestin peptide / GST-AP2 beads; AP2 beta2 appendage carries R879A mutation; inhibition, % at 10 µM; 340,000 compounds, 0.31% hits; AID 504490, 2011;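 active = inhibition above a set limit, near 3 SD of compounds lacking own fluorescence, cut at about 54% in these data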;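 note: plate controls were DMSO wells for no effect and 5 µM unlabelled arrestin peptide for full effect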
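System: GST-AP2 R879A glutathione beads; medium: PBS, Tween 20 0.05%, BSA 0.1%; reagent: fluorescein-tagged arrestin peptide at 50 nM final; schedule: pre-incubation 12 min, peptide binding 1 h, room temperature; detection: flow cytometry, FL1 (488/535 nm); read-out: inhibition as reduced fluorescein signal on beads, percent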
* hit, by the source's call; nt = not tested or not shown. Hits appear at their usual frequency; about 3.1% have a hit in one of these screens.

SMILES | OPRM1-OPRD1 inv | C-LANA FP | Wnt bcat act | OPRM1-OPRD1 ag | Keap1 Nrf2 FP | Pemphigus Ab inh | RTF Ca sens act | V-ATPase pH | Cardiac RTF inh | Arr AP2 block
CCOC(=O)c1c[nH]c2c(Cl)c(Cl)ccc2c1=O | 9 | 1.1 | 2 | -1.5 | 1 | 86* | 9 | -2 | -8 | 7
CCOC(=O)N1CCN(c2cc(=O)n(-c3cccc(C)c3)c(=O)[nH]2)CC1 | 2 | -1.3 | nt | -0.2 | -5 | 91 | 9 | 0 | -23 | 6
O=C(NCCCN1CCOCC1)c1cc(S(=O)(=O)N2CCN(c3ccccc3)CC2)ccc1Cl | 7 | -1.6 | 6 | -1.1 | -4 | 106 | -4 | 8 | -20 | 8
CCC(=O)Nc1c2c(nc3c1CCC3)CCCC2 | -2 | 0.5 | nt | 0.4 | 3 | nt | 7 | -2 | -12 | 5
CCC(CC)C(=O)NCCc1cc2ccc(C)cc2[nH]c1=O | 15 | 0.1 | -2 | -2.7 | 0 | 100 | 6 | -1 | -11 | 28
COc1cc(/C=N/NC(=O)C[n+]2ccccc2)cc(OC)c1OC | 5 | -0.3 | nt | -1.0 | -2 | 100 | 6 | 8 | -3 | 13
CCCCn1c(N)c(N(CCC(C)C)C(=O)C2CCCC2)c(=O)[nH]c1=O | 6 | -1.2 | -1 | -1.4 | -1 | 109 | 1 | -4 | -8 | 14
COCCCNC(=S)N1CCN(Cc2ccc3c(c2)OCO3)CC1 | 11 | -7.7 | 0 | -2.1 | 2 | 100 | -1 | -1 | -5 | -14
CCc1cccc(C)c1NC(=O)Nc1c(Br)cnn1C | 9 | -0.5 | nt | -1.9 | -1 | 104 | -2 | 0 | -3 | 27
Cc1ccc(CNC(=O)[C@@H](NC(=O)Cc2ccccc2)C(C)C)cc1 | -15 | 2.1 | 0 | 2.4 | -6 | 105 | 1 | 12 | -15 | -14
O=C(NC1CCCCC1)C(c1cccnc1)N(C(=O)CCl)c1ccccc1Cl (centres undefined) | 12 | 0.1 | 0 | -2.2 | -5 | 127 | -1 | 4 | 10 | 9
COc1c(C)cccc1C(=O)Nc1cc(-c2nn3c(C)nnc3s2)ccc1C | 0 | -2.5 | -2 | 0.0 | -4 | 105 | 14 | -1 | -2 | 5
O=c1ccn(-c2cccc(C(F)(F)F)c2)nc1-c1ccn(-c2ccccc2)n1 | 2 | 0.2 | nt | -0.3 | -2 | 103 | 5 | 1 | 4 | -5
COc1ccc(C(=O)Nc2nc3ccccc3[nH]2)cc1S(=O)(=O)N1CCOCC1 | 9 | 0.6 | 0 | -1.8 | -3 | 105 | 0 | 2 | 2 | 6
O=C(COC(=O)CNC(=O)c1ccccc1)NCCc1ccccc1 | 21 | 0.2 | nt | -4.2 | -1 | 96 | 7 | 0 | -12 | 3
O=C(N/N=C/C=C/c1ccccc1[N+](=O)[O-])c1cc(-c2ccccc2)n[nH]1 | 0 | 0.3 | -3 | 0.1 | -2 | 97 | 7 | -2 | 0 | 2
CCOC(=O)[C@H]1[C@H]2COc3ccc(Cl)cc3[C@@H]2N2C(=O)c3ccccc3NC(=O)[C@@]12C | 5 | -0.5 | -2 | -0.9 | -5 | 107 | 3 | 0 | -1 | -7
Cc1ccc(N2C(=O)C3Sc4[nH]c(=O)sc4C(c4ccccc4)C3C2=O)cc1 (centres undefined) | 12 | -0.3 | nt | -2.0 | -3 | 107 | 5 | -4 | 6 | 27
CC(C)NC(=O)NC(=O)COC(=O)c1cccc(S(=O)(=O)N2CCCCC2)c1 | 1 | -1.3 | 1 | -0.2 | -3 | 96 | -4 | 4 | 5 | -1
c1ccc2c(c1)CSc1sccc1C2=C1CCNCC1 | -9 | -2.9 | nt | 1.3 | -1 | 90 | -4 | 2 | -12 | 14
CCOc1ccc(C(C(=O)NC(C)(C)C)N(CCOC)C(=O)CCC(=O)Nc2nccs2)cc1 (centres undefined) | -6 | -0.7 | -2 | 0.8 | -2 | 102 | 4 | 0 | -12 | -6
Cc1ccc(S(=O)(=O)NCc2csc(C)n2)cc1 | 8 | -0.4 | 11 | -1.7 | 1 | 99 | -3 | -2 | 5 | 32
Cc1noc(C)c1NC(=O)Nc1cccc2c1O[C@@H](CN(C)C(=O)Nc1ccc3c(c1)OCO3)[C@@H](C)CN([C@H](C)CO)C2=O | -5 | -1.3 | 7 | 0.8 | 0 | 96 | -1 | -2 | -2 | nt
O=C(CSc1nc(=O)n2ccccc2n1)NCc1ccc2c(c1)OCO2 | 3 | -1.6 | 1 | -0.4 | 3 | 101 | -4 | -1 | -3 | -4
Cc1nc(SCc2ccccc2)c2oc3ccccc3c2n1 | -2 | 1.9 | 1 | 0.4 | -4 | 101 | 1 | 3 | -2 | -10
Cc1nn(C)c(Oc2cccc(Cl)c2)c1C(=O)Nc1ccc(F)cc1F | 2 | -0.3 | nt | -0.3 | -1 | 105 | 3 | 4 | 4 | 23
FC(F)(F)c1ccc2c(c1)N1CCCC1CN2 (centres undefined) | -8 | -1.1 | -5 | 1.4 | 0 | 100 | 5 | -4 | 9 | 15
COc1ccccc1OCC#CCn1ccnc1 | 4 | 0.3 | 1 | -0.7 | 0 | 102 | -4 | -1 | 5 | -21
C#Cc1ccc(C(=O)Nc2cc(C(N)=O)ccc2N2CCOCC2)cc1 | -4 | -2.2 | nt | 0.8 | -4 | 101 | -3 | 0 | -2 | -5
Nc1nn(-c2ccccc2)c2ccc([N+](=O)[O-])cc12 | 16 | -2.8 | 1 | -3.5 | 4 | 115 | 5 | 4 | -2 | 0
COC(=O)C1=C(C)N(Cc2ccccc2)C(=O)N[C@H]1c1cccs1 | 12 | -2.1 | 1 | -2.2 | -2 | 99 | -3 | 2 | -1 | 24
COC(=O)c1cnn(-c2ccccc2)c1-n1cccc1C=O | 9 | -0.1 | 0 | -2.0 | 1 | nt | 2 | 1 | -1 | 4
Cc1ccc(-n2nnnc2SCC(=O)NC2CCCc3ccccc32)c(C)c1 (centres undefined) | 5 | -1.3 | 1 | -0.8 | -4 | 104 | -2 | -6 | -10 | 3
Fc1ccc(-c2c[nH]c(=S)n2Cc2ccccc2)cc1 | -22 | 1.0 | -1 | 4.5 | -2 | 95 | 5 | 2 | -3 | -22
Cc1ccc(-c2nc(N)sc2-c2ccc(C)cc2)cc1 | -23 | -2.0 | -2 | 5.0 | -2 | 106 | -1 | 0 | 1 | 1
O=C(NCC1CCCO1)c1ccc(CS(=O)(=O)Cc2ccc(F)cc2)o1 (centres undefined) | 9 | 0.0 | nt | -1.6 | -5 | 103 | -4 | -1 | -3 | 16

A different layout for part of the listing above:
mol	OPRM1-OPRD1 inv	C-LANA FP	Wnt bcat act	OPRM1-OPRD1 ag	Keap1 Nrf2 FP	Pemphigus Ab inh	RTF Ca sens act	V-ATPase pH	Cardiac RTF inh	Arr AP2 block
O=c1ccn(-c2cccc(C(F)(F)F)c2)nc1-c1ccn(-c2ccccc2)n1	2	0.2	nt	-0.3	-2	103	5	1	4	-5
O=C(NCCCN1CCOCC1)c1cc(S(=O)(=O)N2CCN(c3ccccc3)CC2)ccc1Cl	7	-1.6	6	-1.1	-4	106	-4	8	-20	8
COc1ccccc1OCC#CCn1ccnc1	4	0.3	1	-0.7	0	102	-4	-1	5	-21
FC(F)(F)c1ccc2c(c1)N1CCCC1CN2 (centres undefined)	-8	-1.1	-5	1.4	0	100	5	-4	9	15
Cc1ccc(-c2nc(N)sc2-c2ccc(C)cc2)cc1	-23	-2.0	-2	5.0	-2	106	-1	0	1	1
CCOC(=O)[C@H]1[C@H]2COc3ccc(Cl)cc3[C@@H]2N2C(=O)c3ccccc3NC(=O)[C@@]12C	5	-0.5	-2	-0.9	-5	107	3	0	-1	-7

Additional compounds follow:
SMILES | OPRM1-OPRD1 inv | C-LANA FP | Wnt bcat act | OPRM1-OPRD1 ag | Keap1 Nrf2 FP | Pemphigus Ab inh | RTF Ca sens act | V-ATPase pH | Cardiac RTF inh | Arr AP2 block
CC(CCCN1CCCC1)Nc1ccnc2cc(Cl)ccc12 (centres undefined) | -15 | -0.8 | -6 | 2.9 | -7 | 107 | -3 | -3 | 1 | 3
O=C(Nc1c2c(nn1-c1ccc(F)cc1)CSC2)c1ccc(S(=O)(=O)N2CCOCC2)cc1 | 8 | 1.3 | nt | -1.5 | 1 | 95 | -4 | 3 | 1 | 38
Cc1noc(C)c1CSCC(=O)OCC(=O)Nc1sccc1C#N | 8 | 0.6 | nt | -1.4 | 1 | 100 | 1 | -5 | -16 | 17
C[C@H](NC(=O)c1nc[nH]c1C(=O)N1CCc2ccccc2C1)C(=O)OC(C)(C)C | -8 | -0.5 | -4 | 1.4 | 0 | nt | 6 | -1 | 3 | -3
COc1ccccc1C(=O)NC(CCSC)C(=O)OCC(=O)N1CCN(S(=O)(=O)c2ccc(C)cc2)CC1 (centres undefined) | 3 | 1.1 | -2 | -0.8 | 1 | 108 | 0 | 2 | 3 | -18
O=C(CSc1nccc(=O)[nH]1)NC1CCCCCC1 | 11 | 2.4 | 2 | -2.1 | 3 | 116 | -5 | -3 | 8 | -1
CCCn1nnc(NC(=O)/C=C/c2cc(Br)ccc2OC)n1 | -4 | -0.1 | 0 | 0.8 | 3 | 96 | 0 | -2 | -5 | 4
O=C(c1ccco1)N1CCN(S(=O)(=O)c2ccc([N+](=O)[O-])cc2)CC1 | -26 | 0.8 | 0 | 5.0 | -4 | 102 | 8 | 0 | -4 | -29
COc1ccccc1NC(=O)OCC#CCOC(=O)Nc1ccccc1OC | 9 | -1.3 | -1 | -1.6 | -1 | 97 | -6 | 2 | -4 | 31
CC(CCc1ccccc1)NC(=O)COC(=O)c1cccc2ccccc12 (centres undefined) | -7 | -0.2 | nt | 1.3 | 2 | 98 | -1 | -1 | 11 | -20
O=C(NCc1ccccc1)c1ccc2ccccc2n1 | -3 | 2.9 | -1 | 0.4 | -1 | 122 | -5 | 0 | -9 | -4
